IDH1 R132H inh: inhibitors of human mutant IDH1 R132H; O75874; IDH1-R132H enzyme, NADPH consumption, diaphorase/resazurin fluorescence; Potency, µM (highest dose often 76.6 µM), without a hit: at the highest dose activity change, negative = inhibition, hits mostly inhibitors; actives 0.093% (n = 390,000); note: % is set by controls: 0 for no effect and ±100 for the full control effect; nearly all actives have a fitted effect of over 65% in size
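IDH1-R132H (0.5 ug/mL dispensed) in pH 7.5 Tris buffer was preincubated 30 min with compound, then given a substrate mix of 0.016 mM NADPH and 2 mM alpha-KG for 80 min at room temperature; remaining NADPH was read by diaphorase/resazurin fluorescence.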
USP1 inh: USP1/UAF1 (human) deubiquitinase inhibition; O94782; recombinant USP1/UAF1, Ub-Rhodamine cleavage fluorescence; Potency, µM (series often up to 57.1 µM), for inactives: top-dose activity change, negative = inhibition, hits mostly inhibitors; actives 0.23% (n = 390,000); note: % is set by controls: 0 for no effect and ±100 for the full control effect; nearly all actives have a fitted effect of over 60% in size; inactives centre near -12
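High-throughput fluorogenic screen: 1nM USP1/UAF1 complex, Ub-Rho substrate 150nM final, 50mM HEPES pH 7.8 with 0.5mM EDTA, 0.1 mg/ml BSA, 1mM TCEP and 0.01% Tween-20.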
Vif-APOBEC3F blk: Vif-A3F binding inhibition | HeLa A3F-eYFP + Vif (tagged APOBEC3F with the HIV-1 protein that degrades it), YFP fluorescence increase | actives 0.2% (n = 390,000) | Potency, µM (top dose mostly 46.1 µM), without a hit: at the top dose activity, negative = active | AID 602313; note: % of control where 0% means no effect; nearly all actives have a fitted effect of over 65% in size
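Fluorescence increase (Ex 488/Em 500-530) after overnight compound treatment at 37 deg C flags inhibition of Vif-driven A3F-eYFP loss in stable HeLa A3F-eYFP/Vif cells seeded overnight beforehand.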
12-LOX inh: inhibitors of human 12S-lipoxygenase ALOX12; P18054; purified 12hLO, xylenol orange hydroperoxide absorbance; Potency, µM (top dose mostly 108 µM), for inactives: top-dose activity change, negative = inhibition, usual class: inhibitors; actives 1.1% (n = 580,000); AID 1671190; note: % is set by controls: 0 for no effect and ±100 for the full control effect
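Purified human 12hLO at 150 nM in 25 mM Hepes, 0.01% Triton X-100, pH 7.0, preincubated 15 min at room temperature with compound. Reaction started with 40 uM arachidonic acid, 30 min at room temperature. Hydroperoxide measured by Fe-xylenol orange, 573/405 nm absorbance ratio.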
RXFP1 ag: agonists of human relaxin receptor RXFP1; HEK293T-RXFP1 cAMP TR-FRET, 30 min; response scale: percent of porcine relaxin response, buffer zero; Potency, µM (titrated, usually from 57.5 µM), for inactives: at the highest dose activation, hits mostly activators; actives 0.3% (n = 370,000); AID 2676; note: % is set by controls: 0 for no effect and ±100 for the full control effect; nearly all actives have a fitted effect of over 60% in size; many of its hits are not listed in these tables
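HEK293 cells stably expressing RXFP1, treated 30 min at 37C with compounds plus PDE4 inhibitor Ro 20174; cAMP measured by HTRF TR-FRET. Normalized to buffer and 29 nM porcine relaxin; EC50 by Hill fit.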
RGS4 inhibitor: blocks human RGS4-accelerated GTP hydrolysis | Transcreener GDP fluorescence polarization, RGS4-accelerated GTP hydrolysis | Potency, µM (top dose mostly 114 µM), inactives show at the highest dose activity change, negative = inhibition, hits mostly inhibitors | actives 0.039% (n = 390,000) | AID 504845; note: % is set by controls: 0 for no effect and ±100 for the full control effect; nearly all actives have a fitted effect of over 75% in size; some results filed as inactive show a strong effect at the top dose
Target sequence (P49798 whole entry, looked up): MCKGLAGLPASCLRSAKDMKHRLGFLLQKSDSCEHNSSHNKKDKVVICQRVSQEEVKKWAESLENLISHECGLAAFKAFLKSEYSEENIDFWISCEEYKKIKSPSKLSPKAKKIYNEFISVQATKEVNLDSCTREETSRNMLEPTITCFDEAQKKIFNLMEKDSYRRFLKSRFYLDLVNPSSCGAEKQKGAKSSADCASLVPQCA
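MLSMR compounds (23 nl, pin-transferred) preincubated 10 min at room temperature with a 500nM (2x) first reagent, then RGS4 at 900nM (2x) plus Transcreener GDP mix added; fluorescence polarization (620/688 nm) read before and after 90 min at 30 °C.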
TrxR1 inh: inhibitors of rat thioredoxin reductase 1; recombinant rTrxR1, NADPH fluorescence consumption, selenite substrate; Potency, µM (series often up to 114 µM), for the others: top-dose activity change, negative = inhibition, usual class: inhibitors; O89049; AID 588453; actives 1% (n = 390,000); note: % is set by controls: 0 for no effect and ±100 for the full control effect; nearly all actives have a fitted effect of over 65% in size
Target sequence (O89049 whole entry, looked up): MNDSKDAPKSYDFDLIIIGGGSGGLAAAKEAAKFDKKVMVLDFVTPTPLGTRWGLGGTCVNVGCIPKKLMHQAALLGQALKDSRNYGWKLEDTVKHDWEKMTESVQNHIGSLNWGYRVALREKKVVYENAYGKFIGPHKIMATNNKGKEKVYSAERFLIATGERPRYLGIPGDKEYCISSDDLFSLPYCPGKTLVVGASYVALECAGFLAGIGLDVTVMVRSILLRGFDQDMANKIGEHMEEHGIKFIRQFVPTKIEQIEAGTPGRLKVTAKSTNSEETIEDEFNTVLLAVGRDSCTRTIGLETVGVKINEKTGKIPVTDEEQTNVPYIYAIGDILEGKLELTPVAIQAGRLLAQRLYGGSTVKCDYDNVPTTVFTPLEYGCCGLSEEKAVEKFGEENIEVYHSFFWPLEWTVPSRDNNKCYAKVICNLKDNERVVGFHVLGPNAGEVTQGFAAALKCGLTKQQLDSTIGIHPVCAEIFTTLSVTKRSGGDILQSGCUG
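Rat TrxR1 (90 nM in the dispensed reagent) was pre-reduced with 400 uM NADPH for 5 min at room temperature, then incubated with compound for 15 min. After 400 uM selenite was added, NADPH fluorescence (Ex 340/Em 450 nm) was followed for 8 min.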
TrxR1 substrate: rat thioredoxin reductase 1 substrate activity | O89049 | purified TrxR1 substrate turnover, NADPH consumption readout | Potency, µM (top dose mostly 114 µM), without a hit: at the highest dose activity change, negative = substrate turnover | actives 0.01% (n = 390,000); note: % is set by controls: 0 for no effect and ±100 for the full control effect; nearly all actives have a fitted effect of over 50% in size
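Rat TrxR1, dispensed at 90 nM, was prereduced with 400 uM NADPH (final) for 5 min at ~22 deg C, then incubated with compound 15 min before 400 uM selenite. A first-read NADPH fluorescence drop versus no-compound background flagged substrates.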
Vif-APOBEC3G blk: blocks the Vif interaction with human APOBEC3G; HeLa A3G-eYFP + Vif (tagged APOBEC3G with the HIV-1 protein that degrades it), YFP fluorescence, overnight; Potency, µM (highest dose often 46.1 µM), without a hit: top-dose activity, negative = active, hits mostly inhibitors; Q9HC16; actives 0.076% (n = 410,000); AID 602310;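 note: % is set by controls: 0 for no effect and ±100 for the full control effect; nearly all actives have a fitted effect of over 60% in size; hits raise eYFP signal because A3G escapes Vif-driven loss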
Target sequence (Q9HC16 whole entry, looked up): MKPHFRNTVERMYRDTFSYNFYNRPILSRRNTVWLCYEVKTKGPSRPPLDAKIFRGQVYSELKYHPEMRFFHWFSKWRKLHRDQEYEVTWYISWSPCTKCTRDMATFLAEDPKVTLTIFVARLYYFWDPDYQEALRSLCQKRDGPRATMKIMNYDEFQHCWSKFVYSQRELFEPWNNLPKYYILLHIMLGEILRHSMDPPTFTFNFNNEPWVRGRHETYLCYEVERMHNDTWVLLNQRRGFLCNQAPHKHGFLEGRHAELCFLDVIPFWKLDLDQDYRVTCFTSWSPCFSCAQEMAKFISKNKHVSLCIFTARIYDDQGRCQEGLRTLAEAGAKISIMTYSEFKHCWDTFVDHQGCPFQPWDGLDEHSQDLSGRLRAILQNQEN
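Read-out is eYFP fluorescence (Ex 488/Em 500-530) from Vif-expressing HeLa A3G-eYFP cells; more signal means A3G escaped Vif-mediated degradation. Cells plated overnight, compound pinned in, incubated overnight at 37 deg C.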
The depositor's hits bear a star; u = inconclusive; x = no result given; & = joins results of further samples; [ ] = remark or other dose. Calls come from the whole dose curve; as a rule, active = well fitted curve in the direction sought with a large enough effect; inconclusive = small, poorly fitted or top-dose-only effect, or another doubt; inactive = no such curve, though single readings can be large; an effect the other way counts as inactive or inconclusive. Potency is the fitted concentration of half-maximal effect. An excerpt. The share of hits here may be higher or lower than overall.

SMILES	IDH1 R132H inh	USP1 inh	Vif-APOBEC3F blk	12-LOX inh	RXFP1 ag	RGS4 inhibitor	TrxR1 inh	TrxR1 substrate	Vif-APOBEC3G blk
COc1ccc(C(=S)N2CCN(c3ccccc3Cl)CC2)cc1OC	4%	-21%	-17%	u	0.7%	u	-13%[57.1 µM]	-11%[57.1 µM]	-6%
CN(CC(=O)O/N=C(\N)c1ccc([N+](=O)[O-])cc1)S(=O)(=O)c1ccccc1	4%	-4%	5%	-3%	0.2%	-22%	5%	-8%	7%
CC(N=Cc1cccc(O)c1O)c1ccccc1 (stereo not given)	7%	u	1%	x	-0.7%	u	40µM*	-12%	1%
COC(=O)CC(NS(=O)(=O)c1cccs1)c1ccccc1Cl (stereo not given)	9%	-4%	-7%	8%	2.4%	16%	11%	-3%	-1%
CC1CCN(S(=O)(=O)c2ccc3[nH]c(=O)cc(C(=O)O)c3c2)CC1	4%	-1%	-6%	-12%	2.1%	-2%	13%	7%	1%
Cc1ccnc2nc(C(=O)OCC(=O)N(C)C3CCCCC3)nn12	9%	-23%	0%	1%	x	x	x	x	1%
O=C(Oc1ccccc1C(=S)N1CCOCC1)c1ccccc1	10%	-21%	-23%	-8%	-1.3%	-30%	20%	-3%	1%
CN(C)C(CNc1ncnc2sccc12)c1ccccc1 (stereo not given)	-9%	-18%	5%	0%	-0.5%	-4%	10%	3%	2%
CCN(CC(=O)Nc1ccc(NC(C)=O)cc1)CC(=O)Nc1ccc(F)c(Cl)c1	1%	-12%	-7%	2%	3.7%	6%	14%	0%	-1%
CCOC(=O)c1nnn2c1nc(N1CCCCC1)c1ccccc12	10%	-4%	6%	9%	4.4%	2%	3%[57.1 µM]	0%[57.1 µM]	-3%
CC(C)c1ccc(S(=O)(=O)N2CCN(C(=O)[C@@H]3CCCN3C(=O)c3cccs3)CC2)cc1	4%	-19%	-22%	-17%	2.6%	-17%	-7%	-8%	1%
CCN(N=O)[C@@H](Cc1ccccc1)CN(N=O)[C@@H](Cc1ccccc1)CN(C)N=O	12%	-12%	1%	-25%	-0.8%	-20%	1%[57.1 µM]	-7%[57.1 µM]	1%
CN(C)N=C1c2cc(S(=O)(=O)N3CCOCC3)ccc2-c2ccc(S(=O)(=O)N3CCOCC3)cc21	2%	-16%	1%	-4%	1.0%	-44%	-5%	-12%	-1%
CC1(C)CC(NC(=O)C(F)(F)F)CC(C)(C)N1OC(=O)c1ccco1	-1%	-11%	6%	-2%	0.4%	22%	-3%	-8%	0%
CC1CCN(C(=O)C2CCN(c3ncnc4c3nc3n4CCCCC3)CC2)CC1	6%	4%	1%	-7%	16%	53%	22%	11%	5%

Compound profiles, from the list above. Order of screens: IDH1 R132H inh | USP1 inh | Vif-APOBEC3F blk | 12-LOX inh | RXFP1 ag | RGS4 inhibitor | TrxR1 inh | TrxR1 substrate | Vif-APOBEC3G blk
CN(CC(=O)O/N=C(\N)c1ccc([N+](=O)[O-])cc1)S(=O)(=O)c1ccccc1 is entered as 4% | -4% | 5% | -3% | 0.2% | -22% | 5% | -8% | 7%
CCN(N=O)[C@@H](Cc1ccccc1)CN(N=O)[C@@H](Cc1ccccc1)CN(C)N=O is entered as 12% | -12% | 1% | -25% | -0.8% | -20% | 1%[57.1 µM] | -7%[57.1 µM] | 1%

New compounds follow:
SMILES	IDH1 R132H inh	USP1 inh	Vif-APOBEC3F blk	12-LOX inh	RXFP1 ag	RGS4 inhibitor	TrxR1 inh	TrxR1 substrate	Vif-APOBEC3G blk
Cc1ccc(CNC(=O)COc2ccc(C)nc2[N+](=O)[O-])cc1	1%	-17%	-7%	-4%	3.8%	-6%	-13%	-10%	1%
CCN(CC)C(=O)COc1ccc(CC(=O)O)cc1OC	11%	-7%	4%	-5%	0.4%	14%	8%	2%	1%
Cc1cnc(N)nc1-c1ccccc1	3%	-23%	-2%	-6%	x	x	x	x	-1%
O=C(CCCCn1c(=O)c2ccccc2n(Cc2ccc(Cl)cc2)c1=O)NCc1ccccc1Cl	0%	-9%	-3%	u	-1.5%	-12%	5%	-1%	-20%
COc1cccc(C(=O)Cn2c(=O)n(CCC(=O)NCC3CCCO3)c(=O)c3cc(OC)c(OC)cc32)c1 (stereo not given)	8%	-18%	-14%	6%	3.4%	0%	25%	10%	-2%
COc1cc(OC)cc(-c2c(-c3ccc(F)cc3)c3cc(-c4ccc(OC)nc4)ccc3n2C)c1	11%	-21%	-3%	-7%	x	5%	61%[activator][57.1 µM]	48%[activator][57.1 µM]	0%
CCCOc1ccc(Br)cc1/C=N/O	2%	-5%	2%	19%	0.1%	-32%	-13%[57.1 µM]	-2%[57.1 µM]	-7%
Cc1ccc(Cl)cc1NC(=O)CN1C(=O)COc2ccc(S(=O)(=O)N3CCOCC3)cc21	-6%&-8%	-8%&-23%	-44%&1%	-6%&-15%	-0.6%&1.0%	36%&23%	17%&6%	-1%&-6%	7%&0%
COc1ccc(-c2nc(N)nc(C(F)(F)F)c2-c2ccccc2OC)c(O)c1	-3%	-16%	-6%	1%	0.0%	3%	12%	-13%	3%
S=C(NCc1ccco1)N1CCN(Cc2ccc(Cl)cc2Cl)CC1	7%	-23%	-14%	21%	2.8%	-26%	-1%	1%	0%
CC(C)(C)OC(=O)NCc1ccc(NC(=O)c2nc[nH]c2C(=O)NCCNC(=O)c2[nH]cnc2C(=O)Nc2ccc(CNC(=O)OC(C)(C)C)cc2)cc1	-6%[38.3 µM]	-23%	u	x	x	12%	18%	9%	u
CSc1ncnc2c1ncn2CCCN[C@H](C)c1cccc2ccccc12	-2%	-12%	-6%	3%	x	x	x	x	0%
CC(=O)n1cc([C@H]2C=C(C(=O)N3CCOCC3)O[C@@H](OCc3ccc(CO)cc3)C2)c2ccccc21	7%	17%	1%	16%	-2.9%	19%	-9%[57.1 µM]	5%[57.1 µM]	2%
CSc1ncnc2c1ncn2CCCNCc1ccc2c(c1)OCO2	0%	-14%	0%	u	x	x	x	x	1%
CCn1c(SCC(=O)NCc2ccc(F)cc2)nc2c(c1=O)SC(C)C2 (stereo not given)	8%	-15%	3%	16%[57.4 µM]	1.6%	15%	13%	-1%	0%
CC(Oc1ccccc1)C(=O)Nc1ccc(F)c(S(=O)(=O)N2CCOCC2)c1 (stereo not given)	8%	-17%	2%	-21%	0.0%	-10%	25%	8%	-8%
Cc1cc(C)c(NC(=O)C(C)c2cccc(C(=O)c3ccccc3)c2)c(C)c1 (stereo not given)	4%	-11%	0%	17%	0.2%	14%	9%	2%	2%
O=S1(=O)CCN(OCc2ccc(F)cc2Cl)CC1	-11%	-9%	2%	-6%	1.5%	32%	-2%	-5%	4%
COc1ccc(NC(=O)CN2C(=O)NC3(CCCCC3C)C2=O)cc1OC (stereo not given)	2%	-17%	8%	371%[activator]	-0.7%	-21%	10%	5%	1%
CC(Sc1ncnc2sc(-c3ccccc3)cc12)C(=O)NCC1CCCO1 (stereo not given)	4%	-8%	5%	u	1.6%	-19%	4%	0%	-20%
O=C(COC(=O)Cc1n[nH]c(=O)c2ccccc12)Nc1c(Br)cc([N+](=O)[O-])cc1Br	9%	-24%	0%	157%[activator]	x	-8%	18%	7%	-11%
CC(Cc1cccs1)NC(=O)c1cccs1 (stereo not given)	1%	-12%	-1%	-3%	6.4%	35%	14%	1%	6%
Cc1ccc(S(=O)(=O)NCC(=O)N2CCN(S(=O)(=O)c3ccc(Cl)cc3)CC2)cc1C	-5%	-23%	-4%	-20%	0.8%	-10%	-7%	-8%	1%
CCCNc1ccc(-c2nc(-c3ccncc3)no2)cc1[N+](=O)[O-]	4%	-10%	5%	-4%	-3.9%	-2%	2%	-7%	5%
C=CCN(C(=O)c1ccccc1)c1ccc(OC)cc1	3%	-15%	-17%	3%	-0.4%	-13%	8%	9%[57.1 µM]	u
O=C(CN1CCN(c2ccccc2)CC1)N/N=C/c1cccc(F)c1	6%	-14%	2%	-18%	-1.0%	-12%	10%	6%	-1%
COc1ccc(C(=O)CCC(=O)N2CCN(c3ccc(N4CCOCC4)nn3)CC2)cc1	-7%	-19%	3%	8%	3.2%	-11%	3%	21%	0%
Cc1ccc(OCC(=O)OC(C)C(=O)NC2CCCCC2C)cc1C (stereo not given)	6%	2%	-5%	-16%	1.9%	-18%	8%	-3%	-4%
Cc1cc(OC(=O)c2ccco2)c2c(C)cc(=O)oc2c1	0%	-17%	0%	3%	2.6%	3%	19%	8%	0%
COC(=O)c1[nH]c2cc(OC)ccc2c1NC(=O)CCN1CCSCC1	-1%	-13%	-3%	-17%	-2.9%	-4%	3%[57.1 µM]	11%[57.1 µM]	-1%
COC(=O)c1ccc(/C=N/N2CCN(Cc3ccc(Cl)cc3)CC2)cc1	6%	-4%	6%	u	0.6%	32%	12%	-3%	1%
CCC(CO)Oc1cc(NC(=O)c2ccc([N+](=O)[O-])cc2)c2ncn(C(C)C)c2c1 (stereo not given)	-9%	-14%	2%	u	x	-13%	16%	-2%	0%
COc1ccc(-n2cc(CN(C)Cc3n[nH]c(=O)[nH]3)c(-c3cccc(F)c3)n2)cc1	11%	-17%	-3%	0%	3.4%	-3%	-13%[57.1 µM]	42%	6%
CCN(CC)S(=O)(=O)c1cc(C(=O)Nc2ccccc2C(=O)O)ccc1OC	1%	-9%	-14%	-8%[57.4 µM]	-0.7%	11%	u	-10%[57.1 µM]	0%
